# Screening data (PubChem BioAssay)
# HSF1 activator – increases HSF-1 driven luciferase reporter signal; NIH3T3-HGL HSF-1 luciferase reporter, MG132, 8 h; 100% = twice DMSO control signal; activation, % at 9 µM; actives 1.7% (n = 300,000); AID 504408;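 active = mean replicate activation of at least 50% with a set share of replicates each reaching 50%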;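 note: 0% = median of the neutral control wells and 100% = twice that signal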
# HSP90 refold inh – HSP90 refolding inhibition in rabbit reticulocyte lysate | luciferase refolding luminescence, 3 h | inhibition, % at 5.6 µM | actives 0.91% (n = 290,000);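 active = inhibition above the screen-wide mean plus 3 SD, computed separately per campaign, cut at about 16% in these data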;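 note: 0% = DMSO wells and 100% = 60 µM geldanamycin wells; inhibitors lower the luminescence because luciferase stays unfolded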
# GSK3beta inhib – human GSK3beta kinase inhibition; GST-GSK3beta kinase, ADP-Glo luminescence, 60 min; hits give low values; actives 0.038% (n = 300,000); activity score (negative = inhibition), % at 10 µM;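 active = more than half of replicate wells score below -50%, meaning over 50% inhibition versus plate controls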;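 note: 0% = median DMSO wells and -100% = median GW8510 positive control wells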
# Target sequence (P49841 whole entry, looked up): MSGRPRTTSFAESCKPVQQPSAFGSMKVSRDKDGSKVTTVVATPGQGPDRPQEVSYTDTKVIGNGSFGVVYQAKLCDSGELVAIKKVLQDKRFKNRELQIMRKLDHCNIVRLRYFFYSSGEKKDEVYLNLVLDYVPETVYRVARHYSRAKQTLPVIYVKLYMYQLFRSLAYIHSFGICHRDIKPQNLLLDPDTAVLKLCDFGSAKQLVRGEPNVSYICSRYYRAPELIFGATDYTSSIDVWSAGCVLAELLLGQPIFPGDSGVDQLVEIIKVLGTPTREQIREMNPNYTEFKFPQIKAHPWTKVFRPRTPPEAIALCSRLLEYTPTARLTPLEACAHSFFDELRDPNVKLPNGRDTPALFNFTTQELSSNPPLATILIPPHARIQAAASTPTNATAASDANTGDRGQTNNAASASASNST
#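 test system = GST-tagged human GSK3beta kinase, cell-free | reagent = 25 µM ATP with peptide substrate | dosing = one dose of 10 µM per compound | schedule = 60 min reaction, RT | detection = luminescent ADP-Glo measurement of ADP formed | control set = DMSO neutral wells and GW8510 at 20 µM as positive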
# IEC-6 cytotox – counter-screen for KLF5 inhibitors: cytotoxicity in IEC-6 cells; actives 0.78% (n = 290,000); inhibition, % at 5 µM; IEC-6 cytotoxicity, luminescence viability; in the data active = inhibition above about 22%;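 note: 0% = plate median of test compound wells and 100% = cytotoxic reference compound wells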
# Dyrk1A ADPGlo – inhibitors of rat Dyrk1A kinase | actives 0.43% (n = 310,000) | inhibition, % at 12.5 µM | Q63470 | ADP-Glo luminescence, NFATc1 peptide; in the data active = inhibition above about 50%;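 note: plate controls were vehicle with enzyme for no effect and no enzyme for full effect; many of its hits are not listed in these tables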
# GSK3 alpha inh – blocks human GSK-3 alpha kinase. actives 0.1% (n = 320,000). P49840. inhibition, % at 10 µM. ADP-Glo luminescence, 60 min;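 in the data active = inhibition above about 50%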;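 note: GST-tagged GSK-3 alpha with peptide substrate and 25 µM ATP; 0% = DMSO neutral wells and 100% = GW8510 positive control wells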
# Target sequence (P49840 whole entry, looked up): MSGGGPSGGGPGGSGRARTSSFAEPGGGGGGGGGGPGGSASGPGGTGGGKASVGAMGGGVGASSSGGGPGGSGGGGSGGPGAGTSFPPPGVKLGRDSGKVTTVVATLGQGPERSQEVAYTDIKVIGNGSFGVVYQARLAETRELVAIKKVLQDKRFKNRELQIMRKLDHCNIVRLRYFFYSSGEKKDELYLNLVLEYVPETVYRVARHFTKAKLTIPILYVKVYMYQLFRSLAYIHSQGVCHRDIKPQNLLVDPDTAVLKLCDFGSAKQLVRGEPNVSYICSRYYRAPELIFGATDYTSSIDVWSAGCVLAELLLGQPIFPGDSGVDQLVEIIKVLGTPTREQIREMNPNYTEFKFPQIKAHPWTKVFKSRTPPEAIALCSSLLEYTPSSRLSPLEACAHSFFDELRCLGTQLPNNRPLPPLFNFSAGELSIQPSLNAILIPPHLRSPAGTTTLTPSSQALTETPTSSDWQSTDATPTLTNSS
# KLF5 inh – suppresses KLF5 promoter-driven expression. DLD-1 KLF5 promoter-luciferase reporter, luminescence. actives 0.23% (n = 290,000). AID 1700. inhibition, % at 5 µM;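 active = inhibition above a per-plate limit of that plate's mean compound inhibition plus 3 SD, cut at about 60% in these data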;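 note: 0% = DMSO wells and 100% = LY294002 at 200 µM; higher means less KLF5 promoter-driven luciferase light; inactives centre near -14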
# Platelet DG rel – modulates dense granule release in human platelets; human platelet-rich plasma, SFLLRN dense granule ATP release, luminescence; inhibition, %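 (compounds screened at 7.5 µM in platelet-rich plasma)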; actives 0.22% (n = 300,000); AID 1663;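 active = mean replicate score, as percent of positive control, at or above 50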
# aSyn 5UTR inh – 5' untranslated region of α-synuclein, MLPCN primary screen; inhibition, % (tested at 7.5 µM); actives 0.82% (n = 300,000); AID 1813; alpha-synuclein 5'UTR reporter, inhibitor activity; in the data active = inhibition above about 60%;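 note: H4 neuroglioblastoma cells stably carrying SNCA 5'UTR luciferase fusion; 0% = DMSO wells and 100% = positive control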
# HSF1 inhib – HSF1 inhibition | NIH3T3-HGL HSE-luciferase, MG132-induced, luminescence 8 h; hits give low values | activity change, negative = inhibition, % at 7.5 µM (by protocol) | actives 0.77% (n = 300,000) | AID 2098;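 active = more than half of replicate wells show activity change below -50%, luminescence cut by over half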;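 note: luciferase reports HSF-1 transcriptional activity via heat shock element; 0% = median of DMSO wells and -100% = zero luminescence signal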
# Active calls of the source: *; · = not tested or not shown.
SMILES,HSF1 activator,HSP90 refold inh,GSK3beta inhib,IEC-6 cytotox,Dyrk1A ADPGlo,GSK3 alpha inh,KLF5 inh,Platelet DG rel,aSyn 5UTR inh,HSF1 inhib
Cc1cc(C)cc(N2C(=O)CC(Sc3ccccc3C(=O)O)C2=O)c1 (centres undefined),5.9,1.0,1.7,2.2,15.3,-2.1,-11.5,-4.6,-6.5,-4.9
Cc1ccc(SCc2cn3c(C)cc(C)nc3n2)cc1,23.9,-4.3,-4.0,-0.6,1.2,-2.2,-49.2,16.6,-27.7,13.9
CCn1nc(NC(=O)C(C)(C)C)c2cc3cccc(C)c3nc21,5.7,3.4,-1.2,-5.6,4.4,-4.1,-7.6,-4.4,6.4,-0.4
COc1ccc(CC2(CO)CCN(Cc3cccn3-c3ccccn3)CC2)cc1,-6.2,-4.9,0.2,-8.0,10.2,-1.7,-25.8,13.0,-5.5,-5.5
Cc1cc(NC(=O)COC(=O)c2ccccc2[N+](=O)[O-])no1,12.2,-1.4,0.5,3.6,·,-1.0,-0.4,-16.9,2.7,6.0
CC(=NCCN1CCOCC1)C1=C(O)c2ccccc2C1=O,-0.4,5.2,-23.7,5.6,16.8,·,-31.7,-9.6,-5.3,5.6
C/C(=N\NC(=O)c1cccnc1)c1cc(C)oc1C,40.7,-4.8,-1.3,1.3,1.0,-3.0,-6.8,0.3,-22.1,5.2
COc1ccc(/C=N/NS(=O)(=O)c2ccc(F)cc2)cc1COc1cc(F)ccc1[N+](=O)[O-],16.9,2.9,-2.7,-1.8,4.1,0.2,-28.7,-8.0,-50.3,11.9
Cc1ccc(N2CCN(C(=O)c3cc(COc4c(C)cccc4C)on3)CC2)c(C)c1,-17.4,1.6,-3.0,1.4,6.6,1.0,-8.6,0.6,-7.2,0.3
CC1(C)SC(=S)N(c2ccccc2)C1/[N+]([O-])=C/c1cccc([N+](=O)[O-])c1 (centres undefined),-3.2,-0.6,-2.3,0.0,·,0.1,-50.7,-3.3,11.9,0.0
N#CCn1c(CCl)nc2ccccc2c1=O,-15.1,1.7,-1.0,-2.1,3.6,-1.0,7.0,2.3,2.2,-7.5
COc1cc(S(=O)(=O)NC2CCCC2)ccc1-n1cnnn1,10.1,-5.6,-2.0,2.4,2.9,-1.3,-4.8,0.2,17.9,11.7
Cc1ccccc1-c1nsc(SCC(=O)NCc2ccc3c(c2)OCO3)n1,10.9,-1.8,0.8,-7.6,1.7,-2.2,7.2,-12.9,-7.8,1.9
O=C(C1=C(O)C(=O)N(CC2CCCO2)C1c1ccccc1Cl)c1ccco1 (centres undefined),-5.4,1.5,0.7,-3.7,1.9,-3.3,-31.4,-5.1,5.2,-4.0
O=C(NN1CCOCC1)c1ccc(Cl)cc1Cl,8.0,·,0.5,·,-1.6,-0.3,·,11.0,-5.6,-4.5
COc1ccc(CN2C(=O)c3cccnc3C2Nc2ccc(OC)c(Cl)c2)cc1 (centres undefined),-9.5,3.9,-2.0,-3.3,2.3,·,-34.4,1.6,4.6,1.6
Cc1cc(=O)[nH]c(Nc2ccc(C(=O)OC(C)C)cc2)n1,1.3,-0.3,-1.7,-9.7,3.3,0.0,-16.4,-13.8,-16.5,-0.4
O=C(/C=C/c1ccc2c(c1)OCO2)NCCS(=O)(=O)N1CCN(c2ccc(F)cc2)CC1,-5.9,·,-6.6,·,1.4,-1.2,·,·,8.6,-4.2
COc1ccc(C(=O)CN(Cc2ccccc2)C2=NCCS2)cc1,10.5,-0.4,1.2,-0.5,2.9,-0.2,-49.7,-7.2,-30.1,-0.4
COc1cccc(-n2c(SCC(N)=O)nnc2-c2ccco2)c1,-6.8,1.0,-1.2,-3.1,·,-1.1,-51.1,-5.3,24.3,-11.0
Cc1ccc(S(=O)(=O)N2CCN(C(=O)CSc3nnc(-c4ccco4)o3)CC2)cc1,24.5,-1.0,3.0,-2.5,-6.5,-1.4,8.9,8.7,14.6,6.1
Cn1c(SCc2ccccc2F)nc2ccccc2c1=O,-2.9,·,-2.8,·,13.8,0.1,·,8.2,28.5,-9.5
COCC(CN1CCN(C2=NS(=O)(=O)c3ccccc32)CC1)OC(=O)c1ccc(OC)cc1 (centres undefined),-4.6,-0.8,-0.2,-7.7,-5.5,-0.1,-5.8,4.1,17.2,-4.1
CCN(CC)CCNC(=O)C1c2cc(OC)c(OC)cc2C(=O)N(C)C1c1cccs1 (centres undefined),6.4,-0.7,1.4,4.3,·,-2.1,4.1,-0.2,6.0,-0.3
CCCCc1ccc(NC(=S)Nc2ccc(Nc3ccc(OC)cc3)cc2)cc1,40.3,2.2,3.2,-1.0,-1.0,-2.1,-6.7,-8.9,-22.0,9.6
O=S1(=O)CC(O)C(Nc2ccccc2Cl)C1 (centres undefined),4.6,3.3,-0.2,3.3,2.1,-3.5,-21.6,-0.5,18.4,-2.1
COc1ccc(NC(=O)CN2C(=O)NC3(CCCC3)C2=O)c(OC)c1,-17.2,-1.6,1.1,-0.8,-5.1,-0.4,-23.1,-2.0,10.6,2.5
CN1CCCN(C(=O)c2cc3c(s2)CCCC3)CC1,-4.1,-2.5,-2.7,-1.7,·,-0.6,-3.9,-6.2,4.1,0.1
CCc1ccc(NC(=O)C(C)OC(=O)C2CCC(=O)N2)cc1 (centres undefined),1.5,0.7,2.4,-0.4,-3.4,-1.9,-25.4,9.6,4.3,8.1
CCN1CCN(Cc2ccc(NC(=O)c3ccc(C)c(NC(=O)c4nccn4C)c3)cc2C(F)(F)F)CC1,-37.9,·,3.1,·,4.4,0.7,·,-1.1,52.9,-37.0

# Entries of single compounds as entered above. Order of screens: HSF1 activator	HSP90 refold inh	GSK3beta inhib	IEC-6 cytotox	Dyrk1A ADPGlo	GSK3 alpha inh	KLF5 inh	Platelet DG rel	aSyn 5UTR inh	HSF1 inhib
# Record of CN1CCCN(C(=O)c2cc3c(s2)CCCC3)CC1 → -4.1	-2.5	-2.7	-1.7	·	-0.6	-3.9	-6.2	4.1	0.1
# Record of COc1ccc(CN2C(=O)c3cccnc3C2Nc2ccc(OC)c(Cl)c2)cc1 (centres undefined) → -9.5	3.9	-2.0	-3.3	2.3	·	-34.4	1.6	4.6	1.6
# Record of Cc1ccc(S(=O)(=O)N2CCN(C(=O)CSc3nnc(-c4ccco4)o3)CC2)cc1 → 24.5	-1.0	3.0	-2.5	-6.5	-1.4	8.9	8.7	14.6	6.1
# Record of Cc1cc(NC(=O)COC(=O)c2ccccc2[N+](=O)[O-])no1 → 12.2	-1.4	0.5	3.6	·	-1.0	-0.4	-16.9	2.7	6.0

# Further results
SMILES,HSF1 activator,HSP90 refold inh,GSK3beta inhib,IEC-6 cytotox,Dyrk1A ADPGlo,GSK3 alpha inh,KLF5 inh,Platelet DG rel,aSyn 5UTR inh,HSF1 inhib
Cn1nc(-c2ccccc2)nc1-c1ccccc1,18.5,·,-0.5,·,-0.5,0.3,·,-4.3,-65.5,14.8
Cc1cc(C(=O)OCC(=O)Nc2ccc(F)c(F)c2)c(C)o1,4.5,-0.9,1.7,-2.4,9.9,0.9,-20.7,1.8,-6.8,-0.3
CCc1cccc(NC(=O)C2CC2c2ccccc2)c1 (centres undefined),-5.9,1.5,-0.1,-3.1,2.4,1.8,-34.8,-12.3,-8.6,-5.7
Cc1ccc(SCc2nc(N)nc(Nc3ccccc3C)n2)c(C)c1,-7.2,2.5,-0.6,2.3,8.1,-3.5,-0.9,7.5,-3.3,0.5
COc1ccc(OC)c(S(=O)(=O)N2Cc3ccccc3CC2C(=O)Nc2nccs2)c1 (centres undefined),·,4.4,-1.2,1.0,-2.5,-1.2,-25.1,·,·,·
CCCn1c(CNC(=O)Cc2ccccc2)nc2ccccc21,-4.7,-1.6,1.7,-4.0,0.8,-1.5,4.8,1.6,8.3,-8.8
C=CCSc1nnc2c(n1)OC=Nc1ccccc1-2,-3.1,3.4,0.8,12.5,1.3,-3.2,-17.2,-1.9,-10.8,1.1
Cc1ccc(S(=O)(=O)/C(C#N)=C/c2c(N3CCOCC3)nc3c(C)cccn3c2=O)cc1,-5.9,4.8,0.4,-4.2,·,1.7,-15.2,-3.0,8.9,-8.6
O=C(NCCCN1CCOCC1)c1onc(CSc2ccccc2)c1C(=O)NCCCN1CCOCC1,-11.4,·,6.5,·,5.0,-0.3,·,-0.4,-2.0,-2.4
O=c1c2sc3ccccc3c2[nH]c(=S)n1CCN1CCOCC1,0.1,-0.5,0.6,-0.7,-1.8,-3.2,-5.4,-6.3,-11.0,1.8
O=C(CC1C(=O)NCCN1Cc1c(F)cccc1Cl)NCCCn1cccn1 (centres undefined),-10.3,-0.3,-0.6,-0.1,·,0.4,-5.4,0.1,4.4,-2.0
CCOC(=O)c1c(NC(=O)CN(C)C)sc(C(=O)N(CC)CC)c1C,-12.4,-1.0,-0.6,1.0,4.0,-5.1,-26.3,0.7,13.5,2.6
O=C(Cn1c(=O)oc2cc(S(=O)(=O)N3CCCC3)ccc21)NCc1ccc(F)cc1,0.9,-1.3,-0.1,0.9,1.2,-2.6,-0.4,19.0,22.3,0.0
CCOc1cc(C(C(=O)NCC2CCCO2)N(C(=O)Cn2nnc3ccccc32)c2ccccc2OC)ccc1O (centres undefined),0.0,-0.5,-1.3,3.2,0.7,-0.7,-16.1,-6.0,-18.5,2.6
CC(C)NCC(O)(c1ccc(Cl)cc1)c1ccc(Cl)cc1,·,-0.5,0.7,13.6,-5.4,-0.7,-16.4,12.4,6.3,·
O=C(CCC(=O)n1ncc2ccccc21)N1CCCCC1,33.3,-4.8,-2.4,-5.7,0.8,4.1,-16.8,-4.8,5.7,15.1
COc1ccc(-c2cn3cc(C)ccc3n2)cc1Br,65.7*,7.6,-0.9,-5.5,-0.1,-7.3,-62.5,9.6,-38.4,42.0
CCn1c(SCc2ccccc2)nnc1-c1cccs1,12.7,-2.7,1.9,-10.8,8.4,2.3,-11.0,2.8,-13.4,-4.2
CN1/C(=C\C=C(C#N)C#N)C(C)(C)c2ccccc21,20.6,-3.2,-2.6,1.5,-3.5,0.6,-2.8,3.5,1.7,-2.1
CCN(CC)C(=O)CSc1nc2sc3c(c2c(=O)n1-c1ccc(C)cc1)CC(C)(C)SC3,2.8,3.5,3.5,4.6,-7.0,-12.6,-9.5,-3.5,2.7,-10.7
CCn1c(SCC(=O)NC2CCCc3ccccc32)nnc1-c1ccncc1 (centres undefined),-13.6,0.1,0.5,-2.3,1.2,-4.6,-14.0,-8.3,2.4,-6.5
CC(=O)Nc1ccc(S(=O)(=O)Nc2cccc(-n3c(C)nc4ccccc4c3=O)c2)cc1,-4.0,·,2.5,·,17.6,-1.9,·,2.0,7.7,-0.3
CCOCCOC(=O)COc1ccc2c(=O)c(Oc3ccc(OC)cc3)coc2c1,11.4,-4.0,3.0,3.4,-1.3,-1.8,-41.1,-1.6,-6.1,0.1
CC(=O)/C(=N/Nc1ccccc1Cl)Sc1nnc(C(O)c2ccccc2)n1-c1ccccc1 (centres undefined),16.4,-3.2,1.3,-5.0,-5.4,-0.5,-21.5,14.5,12.0,6.1
O=C(NNS(=O)(=O)c1ccccc1)c1cccs1,·,-1.7,3.7,0.3,4.6,·,-1.8,1.6,-2.0,·
NC(=O)C1CCN(C(=O)c2ccc(CS(=O)(=O)c3c(Cl)cccc3Cl)o2)CC1,-2.1,0.1,2.2,0.6,3.9,-1.3,-25.2,14.0,-21.5,-5.5

# An excerpt; count on the stated rates, not on these rows.
